Compound activity: PubChem, National Center for Advancing Translational Sciences (NCATS)
TrxR1 substrate: qHTS Assay for Substrates of Mammalian Selenoprotein Thioredoxin Reductase 1 (TrxR1): qHTS | Thioredoxin reductase 1, cytoplasmic (Rattus norvegicus), O89049 | Potency, µM (doses to about 114 µM), without a hit: top-dose activity change, negative = substrate turnover | 390,000 compounds, 0.01% hits | AID 588456, 2011 | purified TrxR1 substrate turnover, NADPH consumption readout; also: potency is read from the fitted curve at half-maximal effect; % is scaled to controls: 0 for no effect and ±100 for the full control effect; nearly all actives have a fitted effect of over 50% in size
Target sequence (O89049 whole entry, looked up): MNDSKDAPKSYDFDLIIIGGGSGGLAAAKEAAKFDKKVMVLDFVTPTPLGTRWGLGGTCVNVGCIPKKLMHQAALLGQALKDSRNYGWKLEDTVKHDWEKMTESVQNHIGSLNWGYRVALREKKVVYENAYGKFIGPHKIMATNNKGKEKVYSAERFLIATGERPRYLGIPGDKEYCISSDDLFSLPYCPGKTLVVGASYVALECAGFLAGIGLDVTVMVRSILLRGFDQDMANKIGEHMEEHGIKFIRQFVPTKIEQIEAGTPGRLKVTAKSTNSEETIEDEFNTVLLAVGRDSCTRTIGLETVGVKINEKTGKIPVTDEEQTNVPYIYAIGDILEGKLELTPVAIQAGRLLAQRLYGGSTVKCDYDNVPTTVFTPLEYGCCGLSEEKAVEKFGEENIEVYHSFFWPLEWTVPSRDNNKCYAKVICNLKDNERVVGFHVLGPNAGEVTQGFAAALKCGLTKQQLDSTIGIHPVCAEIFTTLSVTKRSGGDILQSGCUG
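Rat TrxR1, dispensed at 90 nM, was prereduced with 400 uM NADPH (final) for 5 min at ~22 deg C, then incubated with compound 15 min before 400 uM selenite. A first-read NADPH fluorescence drop versus no-compound background flagged substrates.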
GLS inhibitor: qHTS for Inhibitors of Glutaminase (GLS). 410,000 compounds, 0.21% hits. GLS enzymatic activity, qHTS titration. Glutaminase kidney isoform, mitochondrial (Homo sapiens), O94925. Potency, µM (series often up to 45.5 µM), inactives show at the top dose activity change, negative = inhibition, hits mostly inhibitors; also: potency is read from the fitted curve at half-maximal effect; % is scaled to controls: 0 for no effect and ±100 for the full control effect
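hKGA; 45 mM KH2PO4 pH 8.2 + 0.02% Tween-20; cpd via pin tool; 1 mM Gln soln; GluOx/HRP/Amplex Red; RT 30 min; fluor. t0 & final.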
Tb PGK inh: qHTS Assay to Find Inhibitors of Phosphoglycerate Kinase; Phosphoglycerate kinase, glycosomal (Trypanosoma brucei brucei), P07378; Potency, µM (highest dose often 57.5 µM), for the others: top-dose activity change, negative = inhibition, hits mostly inhibitors; 380,000 compounds, 0.043% hits; PGK/GAPDH coupled, Kinase-Glo luminescence, 60 min; AID 602233, 2012; also: potency is read from the fitted curve at half-maximal effect; % is scaled to controls: 0 for no effect and ±100 for the full control effect; nearly all actives have a fitted effect of over 60% in size
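Luminescent ATP detection (Kinase-Glo Plus) follows a 60-minute room-temperature incubation, with wells lacking PGK as controls. Buffer: 100 mM TEA (pH 7.6), 5 mM MgCl2, 0.01% Tween-20. Coupling enzyme GAPDH (100 nM final) supplies unstable 1,3-BPG in-well.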
USP1 inh: Inhibitors of USP1/UAF1: Primary Screen; recombinant USP1/UAF1, Ub-Rhodamine cleavage fluorescence; Potency, µM (doses to about 57.1 µM), for inactives: at the highest dose activity change, negative = inhibition, actives largely listed as inhibitors; 390,000 compounds, 0.23% hits; AID 743255, 2014; also: potency is read from the fitted curve at half-maximal effect; % is scaled to controls: 0 for no effect and ±100 for the full control effect; nearly all actives have a fitted effect of over 60% in size; inactives centre near -12
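In this screen, compounds sit with the deubiquitinase complex (1nM) for 15 min at room temperature before Ub-Rho is added at 150nM final. Fluorescence rise is then followed for 6 reads every 60 seconds.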
HP1b binding inh: HTS for Inhibitors of HP1-beta Chromodomain Interactions with Methylated Histone Tails | Chromobox protein homolog 1 (Homo sapiens), P83916 | AlphaScreen HP1-beta / biotin-H3K9me3 peptide binding | Potency, µM (titrated, usually from 114 µM), without a hit: at the top dose activity change, negative = inhibition, usual class: inhibitors | 390,000 compounds, 0.56% hits | AID 540317, 2011; also: potency is read from the fitted curve at half-maximal effect; nearly all actives have a fitted effect of over 70% in size; inactives centre near 23
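Compound inhibition of the preformed complex between 50 nM HP1-beta and 50 nM biotinylated H3K9me3 peptide was read by AlphaScreen. Buffer was PBS pH 7.4 with 0.01% Tween-20. Incubations ran 30 min at room temperature, with 10 ug/mL donor/acceptor beads.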
Pin1 inhibitor: qHTS Assay to Find Inhibitors of Pin1; Pin1 FP peptide displacement, HiFluor488, 10 min; Potency, µM (titrated, usually from 115 µM), for the others: top-dose activity, negative = inhibition, usual class: inhibitors; 390,000 compounds, 0.009% hits; AID 504891, 2011; active = well fitted inhibition curve with a large enough effect in the polarisation, with a control signal flat, not every such curve was filed as active; inconclusive = small, poorly fitted or top-dose-only effect, or effect the other way, or a change in a side signal; inactive = no such curve, though single readings can be large or run the other way; the % refers to the polarisation; also: potency is read from the fitted curve at half-maximal effect; % is scaled to controls: 0 for no effect and ±100 for the full control effect
PI4K2A inh: qHTS for small molecular inhibitors of PI4K2A | Phosphatidylinositol 4-kinase type 2-alpha (Homo sapiens), Q9BTU6 | purified PI4K2A, ADP-Glo luminescence, 1 h; hits give low values | activity change, negative = inhibition, % at 76.9 µM | 420,000 compounds, 0.13% hits | AID 1346378, 2018; in the data active = activity change below about -50%; inconclusive = mostly about -30% to -49%;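 also: -100% = wells without enzyme as full effect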
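Compounds are screened against recombinant PI4K2A using PI as substrate and ATP, the latter dispensed at 300 microM. Reactions run one hour at ambient temperature before ADP-Glo detection; full inhibition defined by wells lacking enzyme.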
mIDH1 inhibitor: qHTS for Inhibitors of mutant isocitrate dehydrogenase 1 (IDH1): qHTS | Isocitrate dehydrogenase [NADP] cytoplasmic (Homo sapiens), O75874 | IDH1-R132H enzyme, NADPH consumption, diaphorase/resazurin fluorescence | Potency, µM (series often up to 76.6 µM), without a hit: at the highest dose activity change, negative = inhibition, most hits filed as inhibitors | 390,000 compounds, 0.093% hits; also: potency is read from the fitted curve at half-maximal effect; % is scaled to controls: 0 for no effect and ±100 for the full control effect; nearly all actives have a fitted effect of over 65% in size
Target sequence (O75874 whole entry R132H, stated change not applied): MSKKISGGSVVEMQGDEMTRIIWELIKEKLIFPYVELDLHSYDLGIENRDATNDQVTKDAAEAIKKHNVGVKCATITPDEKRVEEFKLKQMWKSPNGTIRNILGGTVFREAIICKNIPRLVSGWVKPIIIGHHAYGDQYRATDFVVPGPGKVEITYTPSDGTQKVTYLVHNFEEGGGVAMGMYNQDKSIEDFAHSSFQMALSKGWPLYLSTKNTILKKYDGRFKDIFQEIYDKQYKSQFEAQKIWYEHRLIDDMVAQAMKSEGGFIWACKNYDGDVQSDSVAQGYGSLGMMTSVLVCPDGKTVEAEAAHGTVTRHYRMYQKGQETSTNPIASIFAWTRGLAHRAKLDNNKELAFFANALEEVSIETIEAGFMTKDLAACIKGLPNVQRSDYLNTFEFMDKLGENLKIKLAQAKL
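IDH1-R132H (0.5 ug/mL) preincubated 30 min with compound, then NADPH (0.016 mM) and alpha-KG (2 mM) added; 80 min at RT, pH 7.5. Remaining NADPH coupled via diaphorase/resazurin to fluorescence (540/590 nm); concentration-response curves normalized to no-enzyme control.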
rTrxR1 inhibitor: qHTS Assay for Inhibitors of Mammalian Selenoprotein Thioredoxin Reductase 1 (TrxR1): qHTS | Potency, µM (doses to about 114 µM), inactives show top-dose activity change, negative = inhibition, most hits filed as inhibitors | recombinant rTrxR1, NADPH fluorescence consumption, selenite substrate | AID 588453, 2011 | 390,000 compounds, 1% hits; also: potency is read from the fitted curve at half-maximal effect; % is scaled to controls: 0 for no effect and ±100 for the full control effect; nearly all actives have a fitted effect of over 65% in size
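Rat TrxR1 (90 nM in the dispensed reagent) was pre-reduced with 400 uM NADPH for 5 min at room temperature, then incubated with compound for 15 min. After 400 uM selenite was added, NADPH fluorescence (Ex 340/Em 450 nm) was followed for 8 min.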
Numbers without * were called inactive; i = inactive; ? = inconclusive; · = not tested or not shown; [ ] = dose if it differs, or a comment. Unless noted, calls follow the shape of the dose curve; as a rule, active = well fitted curve in the direction sought with a large enough effect; inconclusive = small, poorly fitted or top-dose-only effect, or another doubt; inactive = no such curve, though single readings can be large; an effect the other way counts as inactive or inconclusive. This is a subset, so the mix of outcomes need not match the whole.

SMILES	TrxR1 substrate	GLS inhibitor	Tb PGK inh	USP1 inh	HP1b binding inh	Pin1 inhibitor	PI4K2A inh	mIDH1 inhibitor	rTrxR1 inhibitor
O=C(CCCN1C(=O)C(c2ccccc2)Oc2cccnc21)Nc1ccccc1C(F)(F)F (stereo unspecified)	-8%	1%	i	-17%	46%[activator]	-1%	-3	31%	-9%
CNC(=O)c1cc2ccc(OC)cc2oc1=O	420%[activator][57.1 µM]	5%	2%	-3%	18%	7%	4	2%	9%[57.1 µM]
COc1ccccc1N1CCN(C(=O)C(=O)c2cn(CC(=O)N3CCCC3)c3ccccc23)CC1	-6%	14%	-2%	-6%	19%	-4%	-1	-11%	9%
CCn1cc(C2=NC(C)(C)CO2)c2ccccc21	0%	-1%	4%	-9%	9%	-14%	1	0%	-4%
O=C(O)c1cccc(Cn2c(Cl)c(/C=N/NC(=O)c3cc4ccccc4cc3O)sc2=O)c1	-13%	0%	?	?	?	?	-7	-7%	-13%
CN(C)C(CNC(=O)c1cccs1)c1ccco1 (stereo unspecified)	2%	-4%	-2%	-6%	18%	0%	2	-6%	23%
CCCCNC(=O)C1CCN(Cc2ccc(OCc3ccccc3)cc2)CC1	-3%	21%	7%	-2%	?	0%	2	12%	9%
Cc1ccc(NC(=O)CSc2nc3n[nH]c(C)c3c(=N)n2-c2cccc(C)c2)cc1	2%[57.1 µM]	6%	-9%	-10%	23%	4%	-2	-3%	16%[57.1 µM]
Cc1ccc(S(=O)(=O)c2c(C)cc(C)nc2N2CCCCC2)cc1	-15%[57.1 µM]	3%	-4%	-26%	81%[activator]	-2%	7	11%	14%[57.1 µM]
COc1ccc(C(=O)OCC(=O)NC(=O)NCc2ccccc2)cc1[N+](=O)[O-]	-3%	8%	1%	-9%	27%	-4%	6	7%	?
CC1C(=O)N(Cc2cn(Cc3ccco3)nn2)CCS(=O)(=O)N1Cc1ccc(-c2ccc(F)cc2)cc1 (stereo unspecified)	·	2%	2%	-21%	·	·	-5	0%	·
Cc1ccccc1C(=O)Nc1nc2nc(-c3ccccc3)cc(=O)n2[nH]1	3%	0%	8%	-3%	43%[activator]	-10%	0	5%	5%
COc1ccc(OC)c(-c2nc(C(=O)NCCCN3CCOCC3)cc3c2[nH]c2ccccc23)c1	3%	-6%	-1%	-32%	19%	1%	-2	-1%	-14%
CCOc1ccccc1C(=O)OCC(=O)Nc1cccc(S(=O)(=O)N2CCCC2)c1	-8%	-8%	1%	-19%	37%	3%	2	-7%	11%
COCCNC(=O)C(c1cccs1)N(C(=O)Cn1nnc2ccccc21)c1ccc2c(c1)OCO2 (stereo unspecified)	14%[57.1 µM]	-4%	-10%	-15%	31%	1%	0	5%	0%[57.1 µM]
COC(=O)c1ccc(COc2cccc(OC)c2)o1	1%	0%	-7%	-6%	35%	-4%	3	3%	0%
CCOc1ccc(OCCOCCN2CCc3ccccc3C2)cc1	-1%	·	-6%	?	?	1%	5	9%	-2%
Cc1c(Br)c([N+](=O)[O-])nn1CC(=O)NCc1ccco1	-1%	3%	1%	-13%	7%	-4%	6	9%	-4%
CCCCN(CCCNC(=O)C1CCN(S(=O)(=O)CC)CC1)c1ccccc1	5%	56%[activator]	i	?	-9%	3%	0	1%	15%
CC(=O)C1C(c2ccc(C)cc2)c2c(n[nH]c2C)CC1(C)O (stereo unspecified)	6%	2%	5%	-6%	22%	0%	1	6%	13%
O=C(Nc1cccc(O)c1)c1cc(S(=O)(=O)N2CCCC2)ccc1Cl	7%[57.1 µM]	34%[activator]	2%	-16%	15%	-1%	2	2%	9%[57.1 µM]
CCSc1ncc(Cl)c(C(=O)Nc2ccccc2F)n1	-11%	5%	i	-10%	32%	21%	-2	-5%	22%[57.1 µM]
CCNc1nc(-c2cc(C)n(Cc3ccco3)c2C)cs1	-1%[57.1 µM]	-4%	-3%	-4%	-22%	?	-5	4%	15%[57.1 µM]
Cc1ccc(O)c(C(=O)c2cnc3c(c2)c(-c2ccc(F)cc2)c(C#N)c(=O)n3C)c1	7%[57.1 µM]	-5%	i	-7%	-32%	22%	-8	6%	44%[activator][57.1 µM]
CCOc1cccc(CC(=O)N2CCc3c([nH]c4ccccc34)C2c2ccccc2)c1OCC (stereo unspecified)	0%[57.1 µM]	-4%	-5%	-22%	-9%[57 µM]	1%	-6	37%[activator]	15%[57.1 µM]
CC1CCN(S(=O)(=O)c2ccc3c(ccn3CC(=O)NCc3ccc(N(C)C)cc3)c2)CC1	-3%	21%	i	-12%	15%	14%	-3	9%	20%
CC1=NN(C(=O)c2ccccc2-n2cccc2)C(O)(C(F)(F)F)C1 (stereo unspecified)	-5%	-13%	i	-19%	25%	1%	-3	1%	-1%
CC1CN(C2=NC(=O)/C(=C/c3ccncc3)S2)CC(C)O1 (stereo unspecified)	-14%	-3%	i	-14%	49%[activator]	1%	-2	-1%	-13%
Cc1ccc(NC(=O)c2ccc(NCC3CCCO3)c([N+](=O)[O-])c2)cc1Cl (stereo unspecified)	-11%	-1%	-1%	24%	12%	?	4	1%	21%[57.1 µM]
Cc1sc2nc(COC(=O)CNC(=O)c3ccc(C(C)(C)C)cc3)[nH]c(=O)c2c1C	-10%	1%	-5%	-24%	15%	?	0	-1%	-5%

Pulled by compound from above (five):
SMILES	TrxR1 substrate	GLS inhibitor	Tb PGK inh	USP1 inh	HP1b binding inh	Pin1 inhibitor	PI4K2A inh	mIDH1 inhibitor	rTrxR1 inhibitor
Cc1ccccc1C(=O)Nc1nc2nc(-c3ccccc3)cc(=O)n2[nH]1	3%	0%	8%	-3%	43%[activator]	-10%	0	5%	5%
Cc1ccc(NC(=O)CSc2nc3n[nH]c(C)c3c(=N)n2-c2cccc(C)c2)cc1	2%[57.1 µM]	6%	-9%	-10%	23%	4%	-2	-3%	16%[57.1 µM]
CCn1cc(C2=NC(C)(C)CO2)c2ccccc21	0%	-1%	4%	-9%	9%	-14%	1	0%	-4%
Cc1sc2nc(COC(=O)CNC(=O)c3ccc(C(C)(C)C)cc3)[nH]c(=O)c2c1C	-10%	1%	-5%	-24%	15%	?	0	-1%	-5%
CCCCN(CCCNC(=O)C1CCN(S(=O)(=O)CC)CC1)c1ccccc1	5%	56%[activator]	i	?	-9%	3%	0	1%	15%

(list continues)
SMILES	TrxR1 substrate	GLS inhibitor	Tb PGK inh	USP1 inh	HP1b binding inh	Pin1 inhibitor	PI4K2A inh	mIDH1 inhibitor	rTrxR1 inhibitor
CCn1cc(CCC(=O)NCCc2ccccc2)c2ccccc21	-2%	-8%	2%	-20%	39%	1%	9	-6%	-5%
CS(=O)(=O)Cc1ccc(C(=O)NC2CCCc3ccccc32)cc1 (stereo unspecified)	4%	0%	i	2%	7%	-3%	-2	-4%	24%
COc1ccccc1-c1nnc(SCC(=O)Nc2ccccc2F)o1	-14%	11%	·	?	27%	-6%	1	·	-3%
N#Cc1cc2c(nc1SCc1ccccc1)CCC2	-9%	0%	-5%	-10%	19%	6%	0	0%	-15%
CN(C(=O)C1CCC(CNS(=O)(=O)c2cccc3cccnc23)CC1)C1CCCCC1 (stereo unspecified)	-7%	2%	-8%	-3%	25%	-4%	-5	-13%	3%
O=C(c1c(F)cccc1F)N(Cc1ccccc1)Cc1ccccc1	-6%	7%	i	-12%	123%[activator]	-11%	0	6%	-9%
NNC(=O)c1csc(-c2ncc(C(F)(F)F)cc2Cl)n1	-3%[57.1 µM]	?	-2%	-10%	34%	-2%	3	2%	1%[57.1 µM]
